Lipid droplet – modulators of hepatic lipid droplet formation; inhibition, % at 6.5 µM; AID 1656; AML12 mouse hepatocytes, oleate lipid droplets, BODIPY imaging; 240,000 tested, 0.4% active;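 active = lipid droplet intensity inhibited by at least 50%, with more than 500 cells counted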
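Material: mouse AML12 hepatocyte cell line, fixed after treatment; Timing: compound with oleate, overnight; Technique: high-content imaging of BODIPY-stained droplets and DAPI nuclei; Probe or stimulus: oleate, 100 µM final; Dosing: compound at 6.5 µM only.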
Lipid droplet cells 6.5 µM – further read-out of Lipid droplet, marked with its call; cell count; measured here: cell count, cytotoxicity flag;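 cells counted across two imaged fields per well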
Active calls of the source: *. The list is partial; count on the stated rates, not on these rows.

| compound | Lipid droplet | Lipid droplet cells 6.5 µM |
| --- | --- | --- |
| Cc1[nH]c2ccccc2c1/C=N/NC(=O)c1ccc(N)cc1 | -1 | 781 |
| CS(=O)(=O)c1cccc(C(=O)Nc2cccc(-c3nc4ccccc4[nH]3)c2)c1 | -125 | 735 |
| Cc1cc(N/N=C/c2ccccc2O)c2ccccc2n1 | 4 | 804 |
| CC(C)CNC(=O)/C(C#N)=C1\N=C(NC(=O)c2ccco2)c2ccccc21 | 17 | 704 |
| Cc1cccc(N/C(=N/S(=O)(=O)c2ccccc2)c2ccccc2)n1 | -8 | 791 |
| CNC(=O)CC1C(=O)N(c2ccc(F)cc2)C(=S)N1NC(=O)c1ccc(Br)cc1 (stereo not given) | 14 | 821 |
| COc1ccccc1NC(=O)C1CCCN1S(=O)(=O)c1cccc2nsnc12 (stereo not given) | -27 | 675 |
| CCN(CC(=O)Nc1c(F)cccc1F)C(=O)c1ccc(C(F)(F)F)cc1 | -12 | 821 |
| COc1cccc(CN(C)C(=O)CNC(=O)c2ccc(-c3ccccc3)cc2)c1OC | -2 | 815 |
| CN(C)CCCNC(=O)c1cc(C(=O)c2ccccc2)c[nH]1 | -4 | 850 |
| COc1cccc(/C=C(\C#N)c2nc3ccc(C)cc3[nH]2)c1OCC(=O)O | 8 | 840 |
| CCN(CC(=O)N1CCOCC1)S(=O)(=O)c1ccc2ccccc2c1 | -9 | 806 |
| CC1CCCN(C(=O)CCNC(=O)c2ccccc2Cl)C1 (stereo not given) | 1 | 625 |
| CC(=O)Nc1ccc(S(=O)(=O)N2CCC(c3nnc(-c4ccc(C)cc4)o3)CC2)cc1 | 16 | 767 |
| COc1cccc(NC(=O)Nc2nnc(Cc3ccc(F)cc3)s2)c1 | 0 | 790 |
| CC1CC(C)CN(C2CCCCC2NS(=O)(=O)c2ccc(Cl)cc2)C1 (stereo not given) | -21 | 827 |
| COc1ccc(S(=O)(=O)NC(C)C(=O)Nc2ccc3c(c2)OCO3)cc1OC (stereo not given) | 8 | 688 |
| NC(=O)CC(NC(=O)c1ccccc1)c1ccc(NC2CCN(Cc3ccccc3)CC2)c([N+](=O)[O-])c1 (stereo not given) | 1 | 804 |
| CN(C)CCCN(C(=O)c1cc(Cl)sc1Cl)c1nc2cc3c(cc2s1)OCO3 | -13 | 696 |
| COC(=O)c1nnn(-c2nonc2N)c1CN1CCCC1 | -1 | 406 |
| O=C(CSc1nnc(CNC(=O)c2ccco2)o1)Nc1cccc(Cl)c1 | -1 | 728 |
| COc1cc(CN2CCCCCC2)cc([N+](=O)[O-])c1O | 15 | 780 |
| O=C(CSc1cn[nH]n1)Nc1ccc(O)c(C(=O)O)c1 | 0 | 803 |
| CC(NCC(=O)NCCc1ccc(S(N)(=O)=O)cc1)c1ccc(F)cc1 (stereo not given) | -2 | 730 |
| Cc1cc(S(=O)(=O)NCC(C)C)ccc1OCC(=O)NC1CC1 | -2 | 710 |
| CCOCCn1c(CN(C)Cc2ccccc2)nc2c1c(=O)n(C)c(=O)n2C | -3 | 798 |
| CNC(=O)c1ccc(Nc2nnc(-c3ccc(O)cc3)c3ccccc23)cc1 | -7 | 773 |
| COc1ccc(C(=O)NCCOC(C)C)cc1OC1CCN(C(C)=O)CC1 | 9 | 788 |
| COc1cccc(CNC(=O)C2CCN(S(=O)(=O)c3ccc(-n4cnnn4)cc3)CC2)c1 | -8 | 773 |
| COC(=O)c1cc(S(=O)(=O)NCC2CCN(Cc3ccc(F)cc3)CC2)cn1C | -19 | 648 |
| COc1ccc(/C=C2\Sc3ccc(C(=O)N4CCOCC4)cc3N(C)C2=O)cc1 | -3 | 701 |
| CCOc1ccc(-n2cnc3sc(C)c(C)c3c2=O)cc1 | -4 | 815 |
| COc1cccc2c1Oc1ncccc1N(C(=O)CCC(=O)NCc1ccc(C)cc1)C2 | -39 | 628 |
| CC(=O)c1ccc(OCc2cc(C(=O)N3CCN(c4ccccc4)CC3C)no2)cc1 (stereo not given) | 0 | 752 |
| Nc1nc(SCC(=O)N2CCCCC2)[nH]c(=O)c1NC(=O)c1ccccc1F | 13 | 722 |
| COc1cc(C(=O)Oc2cccc(/C=N/NC(=O)c3cc(C)[nH]n3)c2)cc(OC)c1OC | 12 | 822 |
| Cc1cccc(C(=O)Nc2ccc3c(c2)C(=O)NC3=O)c1 | 5 | 729 |
| Cn1nnc2cc(C(=O)N3CCN(c4ccccn4)CC3)ccc21 | -5 | 782 |
| O=C(O)c1ccc(CSC2CCCCC2)cc1 | -1 | 797 |
| CC1Cc2cc(S(=O)(=O)NCCC(=O)NCc3ccc(F)cc3)ccc2N1C(=O)C1CC1 (stereo not given) | 0 | 716 |
| Cc1ccccc1CN1CCCC(C(=O)Nc2ccc(-c3ccn[nH]3)cc2)C1 (stereo not given) | -5 | 651 |
| CC(=O)NC1=C(Nc2ccc(N(C)C)cc2)C(=O)c2ccccc2C1=O | -2 | 821 |
| O=C(N/C(=C/c1ccco1)C(=O)N1CCCCCC1)c1ccccc1 | -6 | 767 |
| Cc1ccc([N+](=O)[O-])cc1S(=O)(=O)Nc1ccc(O)c(Sc2ncn[nH]2)c1 | 24 | 773 |
| CCc1ccc(OC(C)C(=O)Nc2ccccc2C(=O)N2CCOCC2)cc1 (stereo not given) | -10 | 779 |
| Cc1nonc1NC(=O)c1oc2ccc(F)cc2c1C | 7 | 654 |
| CC(C)[C@H](NC(=O)C1CCN(C(=O)[C@H](Cc2ccccc2)NC(=O)OC(C)(C)C)CC1)C(=O)O | -4 | 795 |
| O=C(c1cc2cc(F)ccc2[nH]1)N1CCN(c2ccc(F)cc2)CC1 | 10 | 826 |
| COC(=O)c1ccc(N2CCN(C)CC2)c(NC(=O)COc2ccccc2Cl)c1 | -5 | 856 |
| COc1cc(C(=O)N(Cc2ccc(C)o2)C2CCS(=O)(=O)C2)cc(OC)c1OC (stereo not given) | -3 | 675 |
| COc1ccc(/C=C/c2ccc3c(Br)ccc(O)c3n2)cc1 | -5 | 404 |
| CC(=O)Nc1ccc(S(=O)(=O)Nc2ccc(S(=O)(=O)Nc3ncccn3)cc2)cc1 | 2 | 727 |
| Cc1cc(OCC(=O)NCC(O)c2ccccc2)c2c(C)cc(=O)oc2c1 (stereo not given) | 2 | 719 |
| COc1ccc(N(CC(=O)Nc2cccc(F)c2)S(=O)(=O)c2c(C)[nH]c(=O)[nH]c2=O)cc1 | -12 | 746 |
| CC(C)C(NC(=O)/C(=C\c1ccco1)NC(=O)c1ccco1)C(=O)O (stereo not given) | -1 | 792 |
| Cc1c(C)c2ccc(OCC(=O)NC(Cc3ccc(Cl)cc3)C(=O)O)cc2oc1=O (stereo not given) | -2 | 786 |
| COc1cccc(N2CCN(C(=O)CN(c3cc(C)cc(C)c3)S(=O)(=O)c3c(C)noc3C)CC2)c1 | -42 | 679 |
| COc1cc(C2Nc3ccccc3NC3=C2C(=O)CC(C)(C)C3)cc(OC)c1OC (stereo not given) | -13 | 771 |
| COCCN(CC1CCCN(C2Cc3ccccc3C2)C1)C(=O)CCSC (stereo not given) | -2 | 751 |
| O=C(CN1C(=O)c2cccc3cccc1c23)NC1CCCCC1 | -5 | 785 |

(cont.)
| compound | Lipid droplet | Lipid droplet cells 6.5 µM |
| --- | --- | --- |
| [O-][n+]1c(/C=C/c2ccccc2)ccc2ccccc21 | -6 | 816 |
| NC(=O)c1ccc(CN2CCc3ccccc3C2)cc1 | 4 | 842 |
| CC(C)C[C@@H](C(=O)O)N(Cc1cccc(CN([C@@H](CC(C)C)C(=O)O)S(C)(=O)=O)c1)S(C)(=O)=O | -5 | 792 |
| CCc1ccc(-c2cc(C)no2)cc1S(=O)(=O)N1CCN(c2ccc(OC)cc2)CC1 | -6 | 680 |
| CC1(C)C(=O)N(c2ccccc2)C1c1ccccc1O (stereo not given) | 12 | 708 |
| CCn1c(SCC(=O)NCc2ccc3c(c2)OCO3)nc2c(c1=O)SCC2 | -27 | 666 |
| Cc1ccc(S(=O)(=O)NC(=O)Nc2ccc(C)cc2C)cc1 | 12 | 758 |
| COc1ccc(N2CC(C(=O)N3CCN(C)CC3)CC2=O)cc1 (stereo not given) | -21 | 861 |
| COc1ccc(NC(=O)NC(c2ccccc2)c2ccccc2)c(OC)c1 | -1 | 799 |
| C=CCn1c(CNS(=O)(=O)c2ccc(F)cc2)n[nH]c1=S | -1 | 808 |
| Cc1ccc(-c2nc(CS(=O)CC(=O)NC3CC3)c(C)o2)cc1 (stereo not given) | -5 | 681 |
| CCOC(=O)[C@@H]1[C@H]2COc3ccccc3[C@@H]2N2C(=O)N(c3ccccc3)C(=O)[C@]12C | 6 | 788 |

New compounds follow.
| smiles | Lipid droplet | Lipid droplet cells 6.5 µM |
| --- | --- | --- |
| Cc1cc(N2C(=O)C(O)=C(C(=O)c3ccco3)C2c2cccc(Oc3ccccc3)c2)no1 (stereo not given) | 6 | 749 |
| COc1ccc(OCC(NS(=O)(=O)c2ccc(-n3cnnn3)cc2)C(C)C)cc1 (stereo not given) | -1 | 728 |
| Cc1ccc(CNC(=O)CCS(=O)(=O)c2ccc3c(c2)NC(=O)C(C)S3)cc1 (stereo not given) | -16 | 754 |
| COc1ccc(CN(C(=O)c2cc(=O)c3ccccc3o2)C2CCS(=O)(=O)C2)cc1 (stereo not given) | 14 | 788 |
| CC(=O)c1ccc(N2CCN(c3ncccn3)CC2)cc1 | -4 | 789 |
| CN(CC(=O)Nc1ccc(F)c(F)c1F)C(=O)CN1C(=O)C2CCCCC2C1=O (stereo not given) | 4 | 856 |
| COc1ccc(Cc2nnc(NC(=O)CS(=O)(=O)Cc3ccccc3)s2)cc1 | -10 | 734 |
| Cc1ccc(CNS(=O)(=O)c2ccc(CN3C(=O)c4cccnc4C3=O)s2)o1 | 8 | 771 |
| CCOc1ccc(NC(=O)c2ccc(N3CC4CC(C3)c3cccc(=O)n3C4)c(NC(=O)c3cccnc3)c2)cc1 (stereo not given) | 17 | 791 |
| COc1ccc(CC(=O)N/N=C(\C)CC(=O)Nc2ccc3c(c2)OCCO3)cc1 | 10 | 825 |
| O=C(CN1CCN(c2ccccc2F)CC1)c1ccc(O)cc1O | 2 | 758 |
| O=C(O)CN1C(=O)/C(=C\c2cc(Br)ccc2OCc2ccccc2Cl)SC1=S | -16 | 749 |
| CCOc1ccc(S(=O)(=O)N2CCN(Cc3ccc4c(c3)OCO4)CC2)cc1OCC | 4 | 801 |
| COc1ccccc1C(=O)Nc1ccnn1C1CCN(C/C=C/c2ccccc2)CC1 | -2 | 784 |
| CC1C(=O)N2CCCc3cc(S(=O)(=O)NCc4ccccc4Cl)cc1c32 (stereo not given) | -5 | 687 |
| O=C(CN1C(=O)S/C(=C\C=C\c2ccccc2)C1=O)NC1CCS(=O)(=O)C1 (stereo not given) | 3 | 704 |
| Cc1ccc(C(=O)Nc2ccsc2C(=O)O)cc1 | 4 | 875 |
| O=C(Nc1nnc(S(=O)(=O)N2CCOCC2)s1)c1ccc(F)cc1 | -1 | 759 |
| CCCn1nnnc1SCC(=O)N1CCCCC1 | -18 | 813 |
| COc1cc(NC(=O)CSc2nnnn2C2CCCC2)cc(OC)c1 | -13 | 788 |
| Cn1c(=O)c(C(=O)NNC(=O)c2ccc(Br)cc2)c(O)c2ccccc21 | -5 | 804 |
| C=CCc1ccc(OCc2ccc(C(=O)Nc3ccc(NC(C)=O)cc3)o2)c(OC)c1 | 6 | 400 |
| Cc1ccc(C(C)C)c(OCCN2CCc3ccccc3C2)c1 | -18 | 751 |
| Cc1ccccc1NC(=O)CCCn1nc(C)c2c(C)n(-c3ccccc3)nc2c1=O | 14 | 670 |
| Cc1ccccc1C1NC(=O)c2ccccc2O1 (stereo not given) | 2 | 789 |
| CCCN1CCN(S(=O)(=O)c2cn(C)nc2C)CC1 | 1 | 844 |
| CC(NS(=O)(=O)c1ccc(Br)s1)c1ccccc1 (stereo not given) | -4 | 847 |
| CC(=O)c1ccc(N2CCN(S(=O)(=O)c3ccc4c(c3)CC(=O)N4C)CC2)cc1 | 6 | 788 |
| CCOc1ccc(NS(=O)(=O)c2cc3c(cc2C)N(C)CCO3)cc1 | 4 | 762 |
| Cc1ccc(C(=O)CNc2ccc(C)cc2C)cc1 | -16 | 750 |
| CCOc1cc(/C=C2/C(=N)N3C(=NC2=O)SN=C3S(=O)(=O)C(C)C)ccc1OC(=O)c1ccco1 | 24 | 687 |
| Cc1sc(NC(=O)CN2CCCC2)nc1-c1ccc2c(c1)CCN2C(=O)c1cccc(F)c1 | -6 | 748 |
| CC(=O)N1c2ccc(S(=O)(=O)NCC3CCC(C(=O)N(C)Cc4ccccc4)CC3)cc2CC1C (stereo not given) | 2 | 744 |
| CCn1c(SCC(=O)Nc2nncs2)nnc1-c1ccco1 | -2 | 761 |
| Cn1ncc(Br)c1NC(=O)c1cc(Cl)cc(Cl)c1 | 3 | 742 |
| Cc1ccc(C(=O)Nc2ccccc2C(=O)N2CCCC(C)C2)cc1 (stereo not given) | 1 | 856 |
| CC(CN1CCCC1)OC(=O)c1ccc(F)cc1 (stereo not given) | -1 | 819 |
| Cc1cccc(/C=N/NC(=O)c2ccccc2OCc2cccc(Br)c2)n1 | -11 | 817 |
| C/C(=N/NC(=O)c1cccc(N2CCCC2=O)c1)c1ccc(Br)cc1 | -12 | 683 |
| c1ccc(NNC2=NCCS2)cc1 | 8 | 869 |
| O=C(Nc1ccccc1C(=O)NCc1ccccc1)C1=CSCCO1 | 2 | 684 |
| Nc1nc(NCC(=O)O)nc(NCc2ccccc2)c1[N+](=O)[O-] | 0 | 801 |
| CC(C)CCCN1C(Nc2ccccc2)=NC[C@@H]1CC(C)C | 2 | 799 |
| Cc1ccc(-n2ncc3c2CC(C)(C)CC3NC(=O)CCn2cncn2)cc1 (stereo not given) | 4 | 731 |
